# CHRM5 PAM – potentiates acetylcholine response at human M5 receptor; P08912; CHO-K1 hM5, Fluo-8 calcium, ACh EC20 PAM; 0% = ACh EC20, 100% = ACh EC100; activation, % at 3 µM; actives 0.3% (n = 360,000); AID 624038;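 active = activation above the run cutoff, the mean activation of all test compounds plus 3 SD, cut at about 18% in these data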
# Target sequence (P08912 whole entry, looked up): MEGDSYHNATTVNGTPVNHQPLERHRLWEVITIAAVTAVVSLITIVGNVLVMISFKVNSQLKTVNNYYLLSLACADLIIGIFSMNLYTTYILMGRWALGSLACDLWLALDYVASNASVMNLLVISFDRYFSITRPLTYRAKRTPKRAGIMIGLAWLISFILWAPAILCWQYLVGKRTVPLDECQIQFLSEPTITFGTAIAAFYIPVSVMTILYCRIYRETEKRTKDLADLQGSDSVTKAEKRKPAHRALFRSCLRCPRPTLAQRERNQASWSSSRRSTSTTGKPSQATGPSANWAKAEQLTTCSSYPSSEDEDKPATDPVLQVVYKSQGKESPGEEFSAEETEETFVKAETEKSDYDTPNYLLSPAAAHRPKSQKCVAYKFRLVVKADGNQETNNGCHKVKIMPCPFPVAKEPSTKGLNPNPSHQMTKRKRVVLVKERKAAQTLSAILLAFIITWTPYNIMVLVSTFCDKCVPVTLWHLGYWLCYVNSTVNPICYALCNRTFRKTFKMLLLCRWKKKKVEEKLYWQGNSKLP
#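 system = human M5 receptor in CHO-K1 cells | reagent = EC20 acetylcholine as agonist stimulus | compound dosing = single-point, 3 µM nominal | incubation = Fluo-8 loading 80 min at 37 °C plus 30 min room temperature | detection = Fluo-8 calcium dye fluorescence, kinetic read | benchmarks = low control EC20 acetylcholine (0%), high control EC100 acetylcholine (100%)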
# M4 PAM – positive allosteric modulators of human muscarinic M4 receptor. actives 0.4% (n = 360,000). activation, % at 3 µM. P08173. CHO-K1 hM4/Gqi5, Fluo-8 calcium fluorescence, ACh EC20; 0% = ACh EC20, 100% = maximal ACh. AID 624126;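 active = activation above its plate's cutoff, the mean activation of sample wells plus 3 SD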; also: some results filed as inactive read as strong as hits
# M5 ag – agonists of human muscarinic M5 receptor (CHRM5) | actives 0.19% (n = 360,000) | AID 624037 | P08912 | CHO-K1 hM5 cells, Fluo-8 calcium fluorescence; 0% DMSO wells, 100% maximal acetylcholine response | activation, % at 3 µM;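 active = activation above the run's mean over test compounds plus 3 SD, cut at about 23% in these data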;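 also: signal is peak over basal fluorescence ratio across the kinetic read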
# CHRM4 agonist – agonists of human muscarinic M4 receptor (CHRM4); activation, % at 3 µM; P08173; CHO-K1 hM4/Gqi5, Fluo-8 calcium fluorescence; vehicle 0%, full acetylcholine response 100%; actives 0.14% (n = 360,000);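 active = activation above the run mean over all test wells plus 3 SD, cut at about 32% in these data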;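 also: peak over basal fluorescence ratio per well then scaled between controls; 0% = DMSO wells and 100% = acetylcholine at EC100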
# CRFR2-BP ag – CRF-BP/CRF-R2 complex agonism; HEK293 CRF-R2/CRF-BP, calcium dye fluorescence (FLIPR); percent of saturating CRF peptide response; activation, % at 13.2 µM; actives 0.46% (n = 350,000); AID 588473;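 active = activation of at least 50%, plus an integration ratio under a set limit after plate pattern correction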;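 also: plate controls were neutral control wells without compound for no effect and CRF at EC100 for full effect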
# CHRM5 antagonist – antagonists of human muscarinic M5 receptor (CHRM5); P08912; CHO-hM5 cells, Fluo-8 calcium fluorescence, ACh EC80; inhibition, % at 3 µM; actives 0.59% (n = 360,000); AID 624040;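 active = inhibition above a per-plate cutoff, the mean of that plate's test compounds plus 3 SD, cut at about 27% in these data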;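 also: 0% = acetylcholine EC80 with DMSO and 100% = DMSO without agonist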
# M1 PAM – human CHRM1 positive allosteric modulation | P11229 | CHO-K1 hM1, Fluo-8 calcium fluorescence, ACh EC20; 0% = ACh EC20, 100% = maximal ACh | activation, % at 3 µM | actives 0.088% (n = 360,000) | AID 588819; in the data active = activation above about 19%, passing the limit was not always enough
# Target sequence (P11229 whole entry, looked up): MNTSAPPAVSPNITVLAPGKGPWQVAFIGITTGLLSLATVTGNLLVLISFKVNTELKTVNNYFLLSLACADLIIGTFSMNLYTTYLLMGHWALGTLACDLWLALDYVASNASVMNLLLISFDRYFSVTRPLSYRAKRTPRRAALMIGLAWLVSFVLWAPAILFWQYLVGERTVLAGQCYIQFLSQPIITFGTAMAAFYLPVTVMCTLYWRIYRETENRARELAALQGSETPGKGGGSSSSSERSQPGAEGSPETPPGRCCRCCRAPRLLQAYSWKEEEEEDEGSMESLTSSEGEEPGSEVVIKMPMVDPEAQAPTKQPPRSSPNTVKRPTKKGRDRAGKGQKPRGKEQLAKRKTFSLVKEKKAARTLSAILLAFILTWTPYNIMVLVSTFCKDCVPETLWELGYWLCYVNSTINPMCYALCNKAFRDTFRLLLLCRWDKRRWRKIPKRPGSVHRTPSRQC
# CRFBP-R2 block – antagonists of CRF-binding protein/CRF-R2 receptor complex | actives 0.59% (n = 350,000) | HEK293 CRF-R2/CRF-BP, CRF-induced calcium fluorescence | inhibition, % at 11.8 µM;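 active = inhibition of the ligand-induced calcium signal above about 50% at the single tested concentration, limit read from the data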
# M4 antag – blocks acetylcholine activation of human M4 receptor; CHO-hM4 cells, ACh EC80, Fluo-8 calcium fluorescence; inhibition, % at 3 µM; actives 0.73% (n = 360,000); AID 624125;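 active = inhibition above its plate's cutoff, the mean inhibition of sample wells plus 3 SD, cut at about 27% in these data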;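 also: 0% = acetylcholine EC80 with DMSO and 100% = DMSO without agonist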
# * = called active by the depositor; x = not tested or not shown.
SMILES,CHRM5 PAM,M4 PAM,M5 ag,CHRM4 agonist,CRFR2-BP ag,CHRM5 antagonist,M1 PAM,CRFBP-R2 block,M4 antag
CCn1ncc(/C=N\NC(=O)COc2ccccc2)c1C,-6,5,-3,2,0.7,10,4,8,6
O=C(Nc1cccc(-c2ccc(N3CCCCC3)nn2)c1)c1ccco1,-21,2,-8,6,-0.4,9,4,10,-23
CCCn1nc(C(=O)Nc2cccc(C(=O)OC)c2)c2ccccc2c1=O,-13,1,0,6,0.6,9,3,-5,-5
CCc1noc(C)c1C(=O)OCC(=O)Nc1nc(-c2ccc(F)c(F)c2)cs1,-19,-9,-4,7,1.4,-8,-22,-3,-6
CCS(=O)(=O)c1ccc(O)c(NC(=O)Nc2ccccc2OC)c1,-8,2,-4,0,-1.5,17,2,15,8
CC1=C(C(N)=O)C(c2cccs2)NC(=S)N1 (stereo not drawn),-1,14,-4,2,-1.3,-2,-8,4,-10
O=C(OCC#CCSc1nnc(-c2cccc3ccccc23)o1)c1ccc(F)cc1,4,10,3,1,8.9,2,8,-9,-1
Cc1ccc(CNS(=O)(=O)c2ccc3c(c2)NC(=O)CO3)cc1,3,6,1,1,2.2,-9,4,12,-22
Cc1cccc(OCC(=O)OC(C)CN2CCCCC2)c1 (stereo not drawn),-4,-10,0,1,2.0,1,0,3,22
O=C(c1cccc(Cl)c1)N1CCn2c1nc1ccccc12,4,-3,0,0,0.4,6,8,-13,-1
CS(=O)(=O)Nc1cccc(-c2ccc3nncn3c2)c1,-4,-1,-1,0,x,4,3,x,11
CCCCS(=O)(=O)NC(=O)C1(C)CCN1C(=O)C/C=C/c1ccccc1 (stereo not drawn),3,15,-1,1,x,-3,6,x,-20
Cc1nn(CC(C)C)c(=S)[nH]c1=O,12,19,-4,1,-0.8,-9,11,3,-2
CSc1ncccc1C(=O)OC(C)C(=O)Nc1cccc(S(=O)(=O)N2CCOCC2)c1 (stereo not drawn),-2,-2,1,2,-4.3,8,0,7,-4
Cc1ccc(NC(=O)CN(C)CC(=O)Nc2ccccc2C(=O)Nc2ccccc2)cc1,5,6,0,5,1.1,2,10,7,-2
O=C(CNC(=O)c1ccc(Br)cc1)NC1=NCCS1,-2,-2,-4,1,-0.6,5,4,-5,-10
CN(Cc1ccccc1)C(=O)COC(=O)c1ccc(Cl)c(N)c1,3,5,0,0,0.4,-4,9,-5,3
O=C(COC(=O)Cc1c(F)cccc1Cl)NC(=O)Nc1ccccc1F,-10,11,-1,3,4.7,9,11,17,-6
COc1ccc(-c2oc3ncnc(NCCCO)c3c2-c2ccc(OC)cc2)cc1,-10,-5,-11,8,-2.8,17,0,13,3
CCCC(=O)Nc1ccc2c(c1)nc(CN1CCN(C(=O)OCC)CC1)n2CC,3,-1,-5,2,-0.6,6,2,-9,-1
CCOC(=O)c1c(C)c(C(=O)NCc2ccc3c(c2)OCO3)c(C)n1C,1,3,-1,2,-1.6,-2,4,18,-1
CCSS(=O)(=O)c1cccc2cccnc12,7,-8,3,4,2.1,-1,2,-11,16
CCc1nc2c(OCc3ccccc3OC)cccn2c1N(C)C(=O)C(C)C,1,-3,-2,-1,x,7,-6,x,2
CN(c1ccccc1)S(=O)(=O)c1ccc(Cl)c(C(=O)NCc2ccccc2CN2CCCC2)c1,-7,4,-9,2,0.2,15,-7,-11,-7
Cc1cc(C)cc(C(=O)NCC(=O)OCC(=O)N2CCN(S(=O)(=O)c3ccc4ccccc4c3)CC2)c1,6,8,-2,-1,2.5,-11,2,23,-10
O=C(/C=C/c1ccccc1)Nc1cccc(C(=O)N2CCCCC2)c1,-4,-4,4,11,0.0,-4,-5,6,-20
Cc1ccc2[nH]c(C)c(/C=N/Nc3nc4ccccc4s3)c2c1,2,-1,2,8,-1.1,-2,12,-28,22
Cc1cccc(N2C(=O)c3cccc4c(N(C)CCO)ccc(c34)C2=O)c1,-17,-25,42*,38*,191*,23,-14,-216,21
COCCNC(=O)CN1CCN(Cc2cccc(Cl)c2)C1=O,4,6,0,1,2.1,0,8,3,-11
Cc1ccc(CNC(=O)CN(c2cccc([N+](=O)[O-])c2)S(=O)(=O)c2ccccc2)cc1,-13,-1,-3,8,-2.8,11,4,13,-3
O=C(CSc1nnc2ccc(-c3ccccc3)nn12)NCC1CCCO1 (stereo not drawn),4,16,-5,0,-0.2,1,8,3,-6
COCCNC(=O)c1onc(CSc2cc(C)cc(C)c2)c1C(=O)O,4,1,3,1,-1.4,4,11,-2,1
CCOCCOC(=O)C1=C(C)NC(=O)NC1c1ccc2c(c1)OCO2 (stereo not drawn),0,2,1,1,-1.7,-4,6,-2,-7
CCCC1CCc2c(sc(NC(=O)c3cccs3)c2C(N)=O)C1 (stereo not drawn),-1,-1,1,2,-0.5,9,-7,-23,7
COc1cccc(C(=S)N2CCOCC2)c1OS(=O)(=O)c1ccc(Cl)cc1,-4,-1,-4,10,-1.0,-2,6,7,-18
CCC/C(C(=O)NCCO)=C1/c2ccccc2C(=O)N1c1ccccc1,-12,-1,5,2,-1.2,11,2,4,4
O=C(N/N=C/c1ccc(OCc2ccccc2)cc1)c1ccncc1,-6,-8,3,3,-0.8,0,-1,-31,-2
O=C(Nc1ccc(C(=O)O)cc1)/C(=C\c1ccc2c(c1)OCO2)NC(=O)c1ccccc1,-3,10,1,3,-1.9,-1,13,39,-10
O=C(Nc1ccccc1N1CCCC1)C1CCN(C(=O)c2ccc(Cl)cc2)CC1,2,12,1,2,-1.5,5,10,-21,-7
Cc1ccc(C(=O)N2CC(C(=O)O)C2)cc1,-4,4,-5,2,0.2,25,5,22,-2
CCOC(=O)CNC(=O)c1cnc(Nc2ccccc2OC)c2ccccc12,-2,4,-5,1,-3.2,2,5,14,-4
COc1ccc(C2CC(O)(c3ccccc3)Oc3c(C)ccc(C)c32)cc1 (stereo not drawn),-18,-3,-7,-1,3.1,10,4,2,-6
CCCS(=O)(=O)NC(=O)C1(C)CCCN(C(=O)c2ccccc2OC(F)(F)F)C1 (stereo not drawn),-2,5,0,1,x,10,5,x,-7
Cc1ccccc1CN(C)C[C@@H]1OCc2cnnn2CCCC(=O)N([C@H](C)CO)C[C@H]1C,-4,5,0,1,-0.9,6,4,-5,-6
CC(C)OP(=O)(OC(C)C)C1(NS(=O)(=O)c2ccc(Cl)cc2)C=C(Cl)C(=O)C(Cl)=C1,-7,-1,5,6,-0.4,3,6,9,0
O=C(Nc1ccccc1)c1sc(Cl)nc1-c1ccccc1,-9,3,-3,0,3.4,6,-10,-3,3
c1ccc2c(c1)nc1n2CCS1,4,13,-2,0,3.2,-10,3,-20,-3
CCN1/C(=C/c2ccc3cc(C)ccc3[n+]2C)Sc2ccc3sccc3c21,0,-2,0,2,3.1,7,-2,-20,1

# Full records from above. Order of screens: CHRM5 PAM | M4 PAM | M5 ag | CHRM4 agonist | CRFR2-BP ag | CHRM5 antagonist | M1 PAM | CRFBP-R2 block | M4 antag
# Entry for COc1cccc(C(=S)N2CCOCC2)c1OS(=O)(=O)c1ccc(Cl)cc1 : -4 | -1 | -4 | 10 | -1.0 | -2 | 6 | 7 | -18
# Entry for CC1=C(C(N)=O)C(c2cccs2)NC(=S)N1 (stereo not drawn) : -1 | 14 | -4 | 2 | -1.3 | -2 | -8 | 4 | -10

# Going on with the list:
SMILES,CHRM5 PAM,M4 PAM,M5 ag,CHRM4 agonist,CRFR2-BP ag,CHRM5 antagonist,M1 PAM,CRFBP-R2 block,M4 antag
O=C(Nc1ccc(S(=O)(=O)N2CCOCC2)cc1)c1ccc2c(c1)S(=O)(=O)c1ccccc1C2=O,-2,-2,1,0,-1.0,12,4,-5,-1
CCOC(=O)N1CCN(C(=O)COC(=O)c2cccc(C)c2[N+](=O)[O-])CC1,10,11,7,0,-0.1,1,4,-3,-1
CCCCCn1c(SCC#N)nc2cc(C(=O)NCC3CCCO3)ccc2c1=O (stereo not drawn),2,7,1,2,-1.6,1,14,-6,8
CCN1CCN(C(c2cccs2)C(C)NC(=S)Nc2cccc(C)c2C)CC1 (stereo not drawn),1,-3,-16,0,0.6,12,-2,-15,-1
COc1ccc(CN(CC2CCCO2)S(=O)(=O)c2ccc(C(=O)O)cc2)cc1OC (stereo not drawn),0,16,-3,0,1.0,22,6,2,-11
CC(=O)N(CCc1cccc(C)c1)Cc1cc2ccc(C)cc2[nH]c1=O,-1,6,3,3,9.2,16,8,-21,-12
CC(C)c1nc2ccc(C(=O)O)cc2[nH]1,1,11,2,0,4.3,-7,31*,4,-14
Cc1ccc(NC(=O)C2CCC(CNc3c(N4CCC(C)CC4)c(=O)c3=O)CC2)cc1F (stereo not drawn),0,6,-3,1,0.9,7,4,30,-10
O=C(CCc1nnc(COc2ccccc2)o1)NCCc1cccs1,-4,6,0,1,-1.2,-2,5,9,-1
CC1CN(C(=O)CCC(=O)NCCCN2CCC(Cc3ccccc3)CC2)c2cc(Cl)ccc2O1 (stereo not drawn),-5,-14,-6,9,-1.0,4,-18,-8,16
O=C(NC12CC3CC(CC(C3)C1)C2)c1cc2nc(-c3ccco3)cc(C(F)(F)F)n2n1,5,7,-2,0,-0.1,0,6,-3,3
COCCC(=O)N1CCC(Oc2ccc(C(=O)N3CCCC(OC)C3)cc2)CC1 (stereo not drawn),-1,11,-5,1,1.8,8,19,12,-7
CSc1ccc(-c2nc(CSCC(=O)NC3CC3)c(C)o2)cc1,-1,3,-4,3,-0.4,-2,14,6,-14
COc1cc(-c2cc(C(=O)Nc3cccc(S(=O)(=O)N(C)C)c3)c3ccccc3n2)cc(OC)c1OC,-3,0,1,1,-0.2,8,7,4,7
COc1ccc(NC(=O)CN2C(=O)CSC2=O)cc1,-3,1,-4,1,-0.9,-1,5,-11,-8
COc1cc(OC)c(NC(=O)c2sc3ncn(CC(=O)N4CCOCC4)c(=O)c3c2C)cc1Cl,-1,2,-1,1,-0.4,2,6,-14,9
CC(C)[C@H](NS(=O)(=O)c1ccc(Cl)cc1)C(=O)OCC(=O)NCCN1C(=O)CSC1=O,7,5,-1,2,-1.1,-15,13,6,2
CSCCC(NC(=O)c1ccccc1Cl)C(=O)NCC(c1ccco1)N1CCCCC1 (stereo not drawn),4,14,0,0,0.1,1,4,-13,-15
CCc1cccc(C)c1NC(=S)N1CCCCC1c1cccnc1 (stereo not drawn),-3,-1,1,1,54*,2,3,17,0
CCCCC(=O)Nc1ccc(N2CCN(C(=O)CC)CC2)cc1,4,22,-3,0,0.7,7,7,1,-6
O=C(c1ccc2c(c1)OCO2)C1CCCN(Cc2cc(F)ccc2-n2cccn2)C1 (stereo not drawn),1,1,-3,0,56*,-2,7,-50,-8
c1ccc2c(CNc3ccc(CNc4ncn[nH]4)cc3)cccc2c1,0,-2,1,4,-1.3,1,3,17,-2
O=C(O)c1ccc(C=NN2CCCCCC2)cc1,0,6,0,1,4.8,-7,-4,-7,-13
Cc1cccc(NC(=O)Cn2cccc2)c1,-7,6,-4,1,-1.3,8,6,8,-2

# Copied from the list.
# CRFR2-BP ag with `O=C(CSc1nnc2ccc(-c3ccccc3)nn12)NCC1CCCO1` (stereo not drawn) is entered as -0.2
# CHRM5 PAM with `COc1ccc(CN(CC2CCCO2)S(=O)(=O)c2ccc(C(=O)O)cc2)cc1OC` (stereo not drawn) is entered as 0
# CHRM5 PAM with `COc1ccc(C2CC(O)(c3ccccc3)Oc3c(C)ccc(C)c32)cc1` (stereo not drawn) is entered as -18
# CHRM4 agonist with `Cc1cccc(OCC(=O)OC(C)CN2CCCCC2)c1` (stereo not drawn) is entered as 1
# CHRM5 PAM with `c1ccc2c(c1)nc1n2CCS1` is entered as 4

# Screening results: PubChem, several laboratories
